Compound activity as filed in PubChem.
A549 tox: A549 cytotoxicity, counter-screen for Nrf2 inhibitors | Potency, µM (series often up to 46 µM), without a hit: at the highest dose activity change, negative = cytotoxicity, usual class: inhibitors | A549 ARE-Fluc cells, CellTiter-Fluor viability, 18-24 h | actives 0.16% (n = 390,000) | AID 504648; also: potency is read from the fitted curve at half-maximal effect; % is scaled to controls: 0 for no effect and ±100 for the full control effect
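A549 ARE-Fluc cells in 5% FBS OPTI-MEM, 5000 cells/well, rested 2 h then exposed to compounds in concentration-response for 18-24 h at 37 °C. Viability by CellTiter-Fluor fluorescence (Ex 405/Em 525) after 30 min; luciferase luminescence (BugLite, 15 min, RT) read afterwards.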
TGFb SMAD3 inh: blocks TGF-b signaling. AID 588855. Potency, µM (highest dose often 46.1 µM), for inactives: top-dose activity, negative = inhibition, most hits filed as inhibitors. HepG2 CAGA-GFP TGF-b/SMAD3 reporter, GFP fluorescence, 18 h; TGF-beta stimulated, 500 pg/mL final. actives 1.2% (n = 410,000); also: potency is read from the fitted curve at half-maximal effect; % is scaled to controls: 0 for no effect and ±100 for the full control effect; nearly all actives have a fitted effect of over 65% in size
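First, reporter cells (HEPG2 CAGA-GFP) rested 2 h at 37 degrees C. Next, compounds were pinned in and TGF-beta added to 500 pg/mL final. After 18 h, GFP was imaged per cell and summed per well.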
IL2 activator: IL-2 activation | AID 652025 | IL-2 activation reporter assay, cell-based qHTS; stimulated with anti-CD3/CD4/CD28 beads; in transgenic mouse T cells | actives 0.065% (n = 360,000) | activation, % (series mostly up to about 46 µM); in the data active = activation above about 50%; inconclusive = mostly about 30% to 49%; also: 0% is about no effect
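First, unstimulated transgenic mouse T cells were exposed to compound for 60 min. Next, anti-CD3/anti-CD4-coated beads with anti-CD28 were added. Finally, after 18 h at 37 degrees C, EGFP and DsRed were imaged.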
Nrf2 block: blocks Nrf2 signaling; Potency, µM (series often up to 46 µM), for the others: at the top dose activity change, negative = inhibition, hits mostly inhibitors; A549 ARE-Fluc reporter, luciferase luminescence, 18-24 h; AID 504444; actives 2.1% (n = 360,000); also: potency is read from the fitted curve at half-maximal effect; % is scaled to controls: 0 for no effect and ±100 for the full control effect; nearly all actives have a fitted effect of over 60% in size
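Two sequential reads on A549 ARE_Fluc cells exposed to compound for 18-24 h: a CellTiter-Fluor fluorescence read for viability, then a luciferase luminescence read for Nrf2/ARE activity.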
HepG2 tox: HepG2 cytotoxicity, counter-screen for TGF-b inhibitors; AID 588856; HepG2 CAGA-GFP viability, ATP luminescence, 18 h; Potency, µM (titrated, usually from 46.1 µM), without a hit: top-dose activity change, negative = cytotoxicity, hits mostly cytotoxic; actives 0.76% (n = 410,000); also: potency is read from the fitted curve at half-maximal effect; some results filed as inactive show a strong effect at the top dose
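HepG2 CAGA-GFP cells (1000/well, DMEM with 1% FBS) received compound, then TGF-beta at 500 pg/mL final, and were incubated 18 hours at 37 degrees C. Viability was read by CellTiter-Glo luminescence. Media-only wells were set as complete cell-killing and DMSO as no toxicity.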
ATXN viability: viability counter-screen for ATXN expression inhibitors; Potency, µM (titrated, usually from 56.7 µM), most hits filed as cytotoxic; S2 cells (HEK-293 line with an ATXN2-luciferase reporter) viability, CellTiter-Fluor protease fluorescence, 24 h; actives 0.49% (n = 400,000); also: potency is read from the fitted curve at half-maximal effect; nearly all actives have a fitted effect of over 40% in size
EPAC2 agonist: agonists of human EPAC2 (RAPGEF4); Q8WZA2; EPAC2 activation, biochemical qHTS; response scale: 100% = 6.5 mM cAMP response; Potency, µM (series often up to 154 µM), for the others: at the highest dose activation, usual class: activators; actives 0.079% (n = 360,000); also: potency is read from the fitted curve at half-maximal effect; nearly all actives have a fitted effect of over 50% in size
Target sequence (Q8WZA2 whole entry, looked up): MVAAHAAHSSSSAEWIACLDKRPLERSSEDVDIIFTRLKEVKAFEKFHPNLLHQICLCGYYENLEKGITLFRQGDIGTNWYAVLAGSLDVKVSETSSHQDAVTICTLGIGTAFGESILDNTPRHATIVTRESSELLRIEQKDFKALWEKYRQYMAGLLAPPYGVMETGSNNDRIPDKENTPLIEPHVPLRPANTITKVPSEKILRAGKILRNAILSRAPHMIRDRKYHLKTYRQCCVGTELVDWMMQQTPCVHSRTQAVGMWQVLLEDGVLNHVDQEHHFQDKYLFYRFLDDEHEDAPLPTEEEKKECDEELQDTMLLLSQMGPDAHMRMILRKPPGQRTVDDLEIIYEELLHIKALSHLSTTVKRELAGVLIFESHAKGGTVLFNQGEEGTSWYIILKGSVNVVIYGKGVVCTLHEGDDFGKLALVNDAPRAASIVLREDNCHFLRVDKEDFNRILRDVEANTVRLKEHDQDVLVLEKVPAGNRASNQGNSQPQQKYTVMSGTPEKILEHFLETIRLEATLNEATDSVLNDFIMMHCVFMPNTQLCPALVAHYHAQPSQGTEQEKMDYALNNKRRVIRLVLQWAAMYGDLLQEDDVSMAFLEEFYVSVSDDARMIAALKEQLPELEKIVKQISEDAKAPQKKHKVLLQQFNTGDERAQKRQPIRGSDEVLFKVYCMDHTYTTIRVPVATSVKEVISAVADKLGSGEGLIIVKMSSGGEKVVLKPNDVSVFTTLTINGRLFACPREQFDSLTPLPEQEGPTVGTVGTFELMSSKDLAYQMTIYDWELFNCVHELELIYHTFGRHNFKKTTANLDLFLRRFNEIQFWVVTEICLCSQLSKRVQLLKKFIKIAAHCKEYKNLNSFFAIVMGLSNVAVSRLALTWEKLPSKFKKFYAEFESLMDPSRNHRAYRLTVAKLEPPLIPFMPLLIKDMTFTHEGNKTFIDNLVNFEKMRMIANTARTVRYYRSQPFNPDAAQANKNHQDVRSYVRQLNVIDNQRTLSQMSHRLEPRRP
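Exchange assay: 100 nM EPAC2 with 250 nM Rap1B-BODIPY-GDP and 50 uM GDP. Fluorescence (ex 480/em 540 nm) read every 5 min for 30 min at room temperature. Data normalized to 6.5 mM cAMP as agonist control.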
ATXN2 expr inh: reduces ATXN2 reporter expression in HEK-293 cells | Potency, µM (titrated, usually from 57 µM), without a hit: at the top dose activity change, negative = inhibition, usual class: inhibitors | HEK-293 ATXN2-luciferase reporter, luminescence, 24 h | actives 0.72% (n = 360,000); also: potency is read from the fitted curve at half-maximal effect; % is scaled to controls: 0 for no effect and ±100 for the full control effect; nearly all actives have a fitted effect of over 55% in size
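qHTS (up to 57 uM final) was run with 24 h compound exposure of reporter cells at 37 °C. Each well was multiplexed: SteadyGlo luminescence measured ATXN2-luciferase expression after a fluorogenic Gly-Phe-AFC viability readout (25 uM final).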
Nrf2 activator: activators of Nrf2 (ARE) signaling; Potency, µM (highest dose often 46.1 µM), for the others: at the top dose activation, most hits filed as activators; AREc32 ARE-luciferase reporter (MCF7-derived line), luminescence, 24 h; actives 0.31% (n = 410,000); also: potency is read from the fitted curve at half-maximal effect; % of control where 0% means no effect; nearly all actives have a fitted effect of over 65% in size
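Reporter line AREc32 (ARE-Fluc), seeded overnight in OPTI-MEM with 5% FBS; compound pin-transferred, 24 hr at 37 deg C, 5% CO2; luminescent read-out.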
The depositor's hits bear a star; i = inactive; ? = inconclusive; · = no result given; [ ] = remark or other dose. Unless noted, calls follow the shape of the dose curve; as a rule, active = well fitted curve in the direction sought with a large enough effect; inconclusive = small, poorly fitted or top-dose-only effect, or another doubt; inactive = no such curve, though single readings can be large; an effect the other way counts as inactive or inconclusive.

SMILES	A549 tox	TGFb SMAD3 inh	IL2 activator	Nrf2 block	HepG2 tox	ATXN viability	EPAC2 agonist	ATXN2 expr inh	Nrf2 activator
COc1ccc(NC(=O)c2ccc(Cl)nc2)cc1S(=O)(=O)N1CCOCC1	0%	-15%	0.0	-6%	0%	i	-5%	·	-0.3%
COc1ccc(C)cc1Nc1ccc(C(=O)O)cc1[N+](=O)[O-]	?	-1%	2.4	-25%	2%	i	-12%	7%	0.2%
O=C(NC(=S)N1CCc2ccccc21)c1ccccc1Br	-7%	9%	-0.8	?	-24%	?	-3%	11%	28%
Cc1ccc2[nH]c(CSc3nnc(NC(=O)COc4ccccc4Cl)s3)cc(=O)c2c1	0%	-4%	·	·	-1%	i	·	4%	0.6%
O=C(NCc1ccccc1Cl)c1ccc2nc[nH]c2c1	13%	7%	-0.1	2%	-3%	i	-3%	0%	3.1%
O=C(O)C(=O)Nc1ncn[nH]1	·	?	-2.3	·	-77%	?	2%	·	0.3%
CCCC(=O)OC1=C(C(C)=O)N(Cc2ccccc2)S(=O)(=O)c2ccccc21	1%	14%	·	-11%	-10%	i	·	10%	2.3%
CCOc1ccc(N2C(=O)CC(NCCc3ccncc3)C2=O)cc1 (stereo not given)	1%	-16%	-0.5	6%	-9%	i	15%	-11%	-0.7%
CCCCn1c(N)c(N(CC(C)C)C(=O)CSc2nnc(C)n2-c2ccc(OC)cc2)c(=O)[nH]c1=O	0%	13%	-2.0	16%	2%	i	-5%	-3%	-0.6%
CCC1(C)Cc2c(sc3[nH]c(=S)n(Cc4ccccc4)c(=O)c23)CO1 (stereo not given)	?	?	0.0	16µM*	-56%	?	-83%[15.6 µM]	?	-2.2%
CC(=O)c1cccc(S(=O)(=O)NC2CCCCCC2)c1	-3%	9%	0.4	9%	-85%	i	-3%	-16%	3.2%
COC(=O)Cc1[nH]nc2c1C1(C(=O)N(Cc3ccc(Cl)cc3)c3ccccc31)C(C#N)=C(N)O2 (stereo not given)	9%	-8%	-2.4	5%	-10%	i	8%	1%	0.2%
CCn1c(SCC(=O)NC2CCCC2)nnc1-c1c[nH]c2ccccc12	-8%	0%	-0.6	6%	5%	?	3%	-15%	-0.3%
Cc1ccc(CC(NC(=O)c2ccccc2)C(=O)N2CCCC2C(=O)O)cc1 (stereo not given)	8%	0%	-1.9	·	1%	i	-1%	-11%	0.2%
CCCCC(=O)N(C)c1c(C)nc2ccc(C(=O)N3CCN(C(=O)c4ccco4)CC3)cn12	·	7%	-0.5	·	1%	i	4%	-5%	-0.2%
COc1ccc(NC(=O)CSc2nc3sc(C)cc3c(=O)n2C)c(OC)c1	-11%	-1%	-0.1	18µM*	-21%	?	7%	-16%	-1.0%
CCN(C(=O)COC(=O)c1ccccc1SCC(=O)NC1CCCCCCC1)C1CCS(=O)(=O)C1 (stereo not given)	3%	-4%	0.0	10%	-1%	i	-10%	16%	-0.1%
CC(C)(Oc1ccc(Cl)cc1)C(=O)N1CCN(c2ccccn2)CC1	-5%	9%	-0.4	-23%	4%	i	-6%	-7%	0.7%
Nc1ccc(N2C(=O)c3ccccc3C2=O)c(Cl)c1	-1%	0%	-0.2	-7%	1%	i	-1%	4%	-1.3%
Cc1nnc(NC(=O)c2ccccc2C(=O)O)s1	-13%	-18%	-3.4	-18%	-4%	i	-3%	-1%	0.1%
Cc1ccc(NC(=O)NCCCCc2ccccc2)cc1	0%	-3%	-0.6	2%	0%	i	7%	2%	0.1%
Cc1cc(C)c(C#N)c(SCc2nnc(-c3ccccc3)o2)n1	10%	-18%	-0.5	-9%	-24%	i	5%	?	-2.4%
Cc1cc(/C(N)=N/OC(=O)Nc2ccc(Cl)cc2)no1	11%	43%[activator]	1.7	?	10%	i	11%	26%	0.7%
COc1ccc(CCNC(=O)Cn2c(=O)nc(-c3ccccc3)c3cc(Cl)ccc32)cc1OC	?	-3%	·	·	-2%	·	·	·	-0.3%
COc1ccc(NC(=O)CS(=O)CC(=O)Nc2cc(Cl)ccc2OC)cc1 (stereo not given)	0%	19%	-1.9	-20%	14%	i	5%	-15%	-0.3%

Next structures follow:
SMILES	A549 tox	TGFb SMAD3 inh	IL2 activator	Nrf2 block	HepG2 tox	ATXN viability	EPAC2 agonist	ATXN2 expr inh	Nrf2 activator
CCCCNS(=O)(=O)c1cccc(NC(=O)[C@H]2C[C@H](O)[C@@H](CO)O2)c1	·	2%	0.0	·	-10%	i	7%	8%	-0.3%
COc1ccc(/C=C2\C(=N)N3N=C(CC(=O)N4CCCCC4)SC3=NC2=O)cc1	-1%	6%	-1.8	13%	2%	i	-1%	2%	-0.4%
COc1ccc(NC(=O)CSc2nc3ccccc3n2CC(=O)Nc2cccc(C)c2C)cc1	-9%	-1%	·	·	-9%	i	·	9%	4.6%
c1ccc(CSCc2cn3ccsc3n2)cc1	-1%	9%	0.7	?	16%	i	-1%[15.6 µM]	29%	1.0%
O=C(c1ccc(-c2ccccc2)cc1)N1CCN(C(=O)c2ccco2)CC1	1%	-10%	0.6	-25%	-5%	i	2%	-6%	-1.0%
O=C(NC1CC1)c1cc2c(F)cccc2s1	0%	-23%	-1.3	?	-12%	i	2%	-19%[11.3 µM]	2.6%
S=C(Nc1ccccc1)N1CCN(c2ccc(N3CCOCC3)nn2)CC1	11%	?	-2.0	0%	4%	i	-6%	1%	-0.9%
CCOC(=O)c1[nH]ncc1CN1CCC(Cc2ccccc2)(C(=O)OCC)CC1	2%	0%	-0.7	-6%	-4%	i	10%	-11%	-1.0%
O=C(Cc1cccc(NC(=O)C2CCCN(C(=O)C3CC3)C2)c1)Nc1cccc(C(=O)N2CCOCC2)c1 (stereo not given)	3%	9%	-0.3	7%	0%	i	6%	9%	-0.6%
CC(C)c1nc2c(c(=O)n(C)c(=O)n2C)n1C	0%	-3%	-0.5	-20%	0%	i	2%	·	0.0%
Cc1ccc(S(=O)(=O)N2[C@@H](c3ccc(Br)cc3)C(C(=O)O)=CC[C@H]2c2ccc(Cl)c(Cl)c2)cc1	-16%	?	0.3	26µM*	-30%	i	0%	-10%	0.0%
CCCCN=Cc1sc2ccc(OCC)cc2c1O	-6%	12%	4.2	2%	-15%	?	1%	33%[activator]	0.1%
COc1cc(/C=C(\C#N)c2nc3ccccc3[nH]2)ccc1OCc1ccc(F)cc1	-3%	?	·	?	-42%	·	·	16%	0.0%
COc1ccc(NC(=O)CN(C)S(=O)(=O)c2ccc3nc(C)sc3c2)cc1	-5%	-9%	·	·	1%	i	·	6%	0.6%
CCN(CC(=O)NCc1ccc(Cl)cc1)C(=O)/C=C/c1cccs1	0%	-2%	-0.2	-25%	-5%	i	11%	-9%	-0.2%
CCCCCOc1ccc(C(=O)CCN2CCOCC2)cc1	-6%	?	-0.9	?	-32%	i	-11%	0%	20µM*
COc1cc(NC(=O)COC(=O)c2cnc(C)cn2)c(C)cc1[N+](=O)[O-]	-3%	15%	0.9	0%	5%	i	12%	·	-0.3%
CN(C)S(=O)(=O)c1ccc(C(=O)NCCS(=O)(=O)N2CCN(c3ccccc3)CC2)cc1	8%	0%	·	·	-20%	·	·	·	-1.2%
Cc1ccc(N(CC(=O)Nc2ccccc2C(=O)N2CCOCC2)S(C)(=O)=O)cc1	-5%	4%	7.0	-8%	-3%	i	-4%	-3%	-0.4%
COc1ccc(CCNC(=O)CSCc2ccc(Cl)cc2)cc1OC	0%	?	-0.4	-18%	-21%	i	0%	-8%	0.4%
CC1=NN(C(=O)c2ccc(Cl)cc2)C(O)(c2ccccc2)C1 (stereo not given)	-7%	?	0.3	-23%	-73%	?	-4%	1%[11.3 µM]	6.4%
C#CCOCCOCCOCCNc1nc(N2CCOCC2)nc(N2CCN(C(=O)[C@H](CCC(=O)O)n3cc(C(N)Cc4ccc(O)cc4)nn3)CC2)n1 (stereo not given in full)	3%	1%	0.5	-7%	2%	i	11%	-1%	-1.7%
CCOC(=O)c1ccc(NC(=O)CCc2c(C)nc3c(c(C)nn3-c3ccccc3)c2C)cc1	9%	2%	·	2%	9%	i	·	-1%	-0.7%
C=CCn1c(CCSCc2ccccc2)n[nH]c1=S	9%	-10%	1.6	-8%	19%	i	-2%	·	0.3%
COc1ccc(CC(=O)Nc2cccc(-c3csc(C)n3)c2)cc1	-22%	?	0.5	?	-32%	i	12%	3%	3.9%
O=C(NCc1ccc2c(c1)OCO2)c1cccc2c1C(=O)N(C1CCCCC1)C2	3%	8%	-2.1	19%	-18%	i	1%	-22%	-0.3%
CCC1Sc2ccc(S(=O)(=O)CCC(=O)Nc3ccccc3Cl)cc2NC1=O (stereo not given)	0%	3%	-2.1	0%	-11%	i	13%	-8%	2.0%
O=C(C1CC(=O)N(C2CCCCC2)C1)N1CCN(c2cccc(C(F)(F)F)c2)CC1 (stereo not given)	-16%	-23%	-3.1	?	-16%	?	-3%	-17%	-0.5%
CCCc1n[nH]c2c1C(=O)CC(C)(C)C2	-5%	11%	-0.1	·	-17%	i	2%	-2%	-0.9%

By substructure: those above with a cyano group.
SMILES	A549 tox	TGFb SMAD3 inh	IL2 activator	Nrf2 block	HepG2 tox	ATXN viability	EPAC2 agonist	ATXN2 expr inh	Nrf2 activator
COC(=O)Cc1[nH]nc2c1C1(C(=O)N(Cc3ccc(Cl)cc3)c3ccccc31)C(C#N)=C(N)O2 (stereo not given)	9%	-8%	-2.4	5%	-10%	i	8%	1%	0.2%
Cc1cc(C)c(C#N)c(SCc2nnc(-c3ccccc3)o2)n1	10%	-18%	-0.5	-9%	-24%	i	5%	?	-2.4%
COc1cc(/C=C(\C#N)c2nc3ccccc3[nH]2)ccc1OCc1ccc(F)cc1	-3%	?	·	?	-42%	·	·	16%	0.0%
